Source: PubChem
MsrA inh: bovine MsrA enzyme inhibitors, primary screen, biochemical, absorbance, HTS. AID 651718, 2012. inhibition, % at 15.5 µM. actives 0.75% (n = 360,000). purified bovine MsrA, absorbance read-out; in the data active = inhibition above about 4.5%;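 note: 0% = vehicle wells with enzyme and 100% = reference inhibitor wells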
E coli Lon inh: inhibitors of E. coli Lon protease, primary screen, biochemical, fluorescence polarization; actives 0.42% (n = 360,000); inhibition, % at 7.94 µM; P0A9M0; AID 602123, 2011; purified E. coli Lon protease; in the data active = inhibition above about 13%, passing the limit was not always enough;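 note: 0% = enzyme with probe and DMSO and 100% = no enzyme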
PABP1 MLLE inh: inhibitors of PABP1 MLLE–PAM2 peptide binding, primary screen, biochemical, fluorescence polarization, FITC-PAM2, GST-MLLE; AID 588489, 2011; inhibition, % at 20 µM; actives 0.36% (n = 360,000); in the data active = inhibition above about 35%, passing the limit was not always enough;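 note: plate controls were DMSO wells with GST-MLLE for no effect and wells lacking GST-MLLE protein for full effect; some results filed as inactive read as strong as hits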
MT1-MMP act inh: blockers of MT1-MMP proenzyme processing, primary screen, HT1080 RFP-PRO-GFP cells, GFP/RFP fluorescence. Matrix metalloproteinase-14 (Homo sapiens), P50281. GFP/RFP ratio fluorescence, overnight; percent of plate control window, DMSO zero. GFP/RFP ratio change, % at 20 µM. actives 0.061% (n = 360,000). AID 651647, 2012;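 active = GFP/RFP ratio change of at least 30% with cell ATP level not reduced by more than half and red fluorescence within 50% of control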; note: strong numbers were not always called active
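Assay system: RFP-PRO-GFP reporter HT1080 cells; read-out basis: GFP/RFP fluorescence ratio; benchmarks: DMSO wells and RFP-L50D-GFP cells; doses: 20 µM single dose, 1% DMSO; schedule: overnight cell settling, then overnight compound exposure, 37 °C, 5% CO2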
Rpn11 block: Rpn11 (PSMD14) deubiquitinase inhibitors, primary screen, biochemical, fluorescence polarization, uHTS | 26S proteasome non-ATPase regulatory subunit 14 (Homo sapiens), O00487 | human 26S proteasome, Ub4-pepOG fluorescence polarization; 20S core pre-blocked with epoxomicin | calls only at 20 µM | actives 0.59% (n = 360,000) | AID 588493, 2011;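 active = inhibition at 20 µM, scaled to each plate's controls, above about 33%, limit read from the data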
Target sequence (O00487 whole entry, looked up): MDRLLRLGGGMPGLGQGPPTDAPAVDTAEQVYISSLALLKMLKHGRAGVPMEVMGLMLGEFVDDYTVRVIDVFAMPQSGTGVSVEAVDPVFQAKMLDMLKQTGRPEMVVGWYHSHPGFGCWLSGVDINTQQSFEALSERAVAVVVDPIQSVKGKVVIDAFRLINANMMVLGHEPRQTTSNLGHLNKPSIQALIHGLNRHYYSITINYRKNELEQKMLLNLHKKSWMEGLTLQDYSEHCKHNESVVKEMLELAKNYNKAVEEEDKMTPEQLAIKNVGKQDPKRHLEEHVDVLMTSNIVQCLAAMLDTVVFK
MsrA act: bovine MsrA enzyme activators, primary screen, biochemical, absorbance, HTS. AID 602163, 2012. actives 0.3% (n = 360,000). Methionine sulfoxide reductase A (Bos taurus). activation, % at 10.6 µM. purified bovine MsrA, absorbance read-out; in the data active = activation above about 7.5%;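 note: 0% = vehicle and 100% = reference activator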
CSN deneddyl inh: inhibitors of CSN-mediated cullin deneddylation, primary screen, biochemical, fluorescence polarization, uHTS. Purified CSN, SCF-Nedd8-OG deneddylation. actives 0.38% (n = 360,000). inhibition, % at 12.5 µM;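 active = pattern-corrected inhibition above about 35%, with an unprinted fluorescence ratio check between 0.5 and 1.5, limit read from the data, passing the limit was not always enough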;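 note: 0% = enzyme with substrate and 100% = substrate without enzyme; some results filed as inactive read as strong as hits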
Target sequence (Q92905 whole entry, looked up, one chain of several): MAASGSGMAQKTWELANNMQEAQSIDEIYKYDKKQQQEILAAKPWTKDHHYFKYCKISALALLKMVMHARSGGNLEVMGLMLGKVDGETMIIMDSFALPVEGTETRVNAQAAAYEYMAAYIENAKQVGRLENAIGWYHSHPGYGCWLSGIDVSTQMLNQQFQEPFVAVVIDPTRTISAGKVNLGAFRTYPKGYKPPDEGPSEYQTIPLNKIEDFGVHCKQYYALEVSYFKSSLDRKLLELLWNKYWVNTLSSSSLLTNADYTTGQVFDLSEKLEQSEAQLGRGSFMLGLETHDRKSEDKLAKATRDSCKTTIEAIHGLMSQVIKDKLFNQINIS
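Material: human Csn5 produced in HEK293T cells; Input: enzyme 0.24 nM; Reagent: SCFSkp2-Nedd8OG substrate at 10 nM final; Dosing: 12.5 µM compound; Incubation: 90 min reaction at room temperature; Detection: fluorescence polarization of the substrate; Evaluation: % inhibition of substrate cleavage by Csn5; Control set: substrate-only high control, full reaction low control.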
FAS-TE inh: FAS thioesterase domain inhibitors, primary screen, biochemical, fluorescence intensity, uHTS | AID 602261, 2012 | actives 0.67% (n = 360,000) | recombinant FAS-TE, OMFH fluorogenic substrate, fluorescence endpoint | inhibition, % at 15 µM;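 active = compounds whose normalised, plate-corrected inhibition of enzyme fluorescence in the single-dose primary screen is 50% or more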;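 note: 0% = DMSO with enzyme and 100% = substrate without enzyme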
Rin1 Abl inh: inhibitors of Rin1-Abl protein binding, primary screen, biochemical, TR-FRET. AID 588664, 2011. actives 0.4% (n = 360,000). inhibition, % at 7.35 µM; in the data active = inhibition above about 5%, passing the limit was not always enough
* = called active by the depositor; i = inactive; x = no result given.

SMILES	MsrA inh	E coli Lon inh	PABP1 MLLE inh	MT1-MMP act inh	Rpn11 block	MsrA act	CSN deneddyl inh	FAS-TE inh	Rin1 Abl inh
CCn1cc(C(=O)O)c(=O)c2cc(F)c(N3CCN(C(=S)NC(=O)c4ccccc4F)CC3)cc21	0.7	1.2	-43.7	-3.8	i	-4.8	3.8	-1.3	0.5
Cc1nc(/N=C(\N)NC(=O)N2c3ccccc3Sc3ccccc32)nc2ccccc12	0.5	-7.0	-6.9	-4.4	i	-4.5	3.2	67.9*	-2.5
CC(=O)c1ccc(NC(=O)CC2Nc3cccc4cccc(c34)NC2=O)cc1 (stereo not given)	-0.4	13.3	6.0	2.4	i	-3.4	10.9	3.2	3.3
CCCOc1ccc(-c2nc(C#N)c(NCCCn3ccnc3)o2)cc1	3.5	5.6	-1.8	5.0	i	0.4	5.7	-14.4	-4.8
CCCCn1nc(C(=O)NCC2COc3ccccc3O2)c2ccccc2c1=O (stereo not given)	1.0	5.1	4.2	5.4	i	-1.8	-0.9	35.4	-1.3
COc1ccc(CCNC(=O)CCc2ccccc2)cc1OC	-0.5	-0.4	-0.9	1.4	i	-1.7	0.0	-3.9	2.6
Cc1cc(C(=O)CN2C(=O)NC3(CCCCC3C)C2=O)c(C)n1Cc1cccs1 (stereo not given)	-1.5	1.9	2.5	4.0	i	-7.8	0.8	-2.7	0.6
CSc1c(CC(=O)Nc2ccccc2)n(C)c2ccccc12	0.6	1.4	6.9	1.3	i	-7.7	-2.7	18.3	-2.0
S=C(NCCc1ccccc1)Nc1cnc2ccccc2c1	1.0	6.1	-6.4	-4.6	i	-2.9	-0.9	8.5	-2.9
O=[N+]([O-])c1ccc(N2CCN(c3ccccc3F)CC2)nc1	0.1	-5.0	8.0	0.0	i	-0.7	2.3	6.5	2.9
CN1CCN(CCCNC(=O)Cn2ncc3c4ccccc4n(C)c3c2=O)CC1	1.4	1.6	23.2	2.3	i	-1.9	5.9	-3.6	3.3
Cc1ncn(-c2ccc(C(=O)Oc3ccccc3)cn2)n1	-0.1	3.2	-7.3	1.8	i	-2.8	0.7	-5.9	-3.0
COc1ccc(CCC(=O)Nc2nc3c(s2)CN(C)CC3)cc1OC	0.4	4.9	-21.4	-2.4	i	-0.4	-3.0	-7.9	0.7
O=C(Nc1ccc(F)c(F)c1)c1ccccc1-c1ccccc1	0.1	-7.1	-6.3	0.7	i	-2.9	-2.6	-0.4	-0.8
COc1cc2c(cc1OC)CN(C(=O)c1cc(S(=O)(=O)N3CCOCC3)ccc1C)CC2	1.8	-3.5	8.5	0.2	i	-12.7	-3.8	3.4	0.3
CCc1ccccc1Nc1nc(N)nc(COC(=O)CCNS(=O)(=O)c2ccccc2)n1	-1.5	-3.7	-22.3	0.5	i	-3.8	-0.5	-3.5	2.6
c1ccc(C2(CN3CCNC[C@@H]3CC3CCCCC3)CC2)cc1	-0.6	0.6	-14.0	-1.4	i	1.3	2.0	-20.8	1.6
O=C(O)CCc1ccc(-c2cccs2)n1NC(=O)c1cccs1	-0.2	3.8	8.0	5.3	i	-0.9	-3.3	-5.8	-1.5
Cc1ccc(S(=O)(=O)NNC(=O)c2ccc(NC(=O)C3CC3)cc2)cc1	0.6	-12.8	-8.5	3.2	i	3.0	3.8	-5.4	-4.9
Cc1ccc(C)c(NC(=O)CSc2nnc(CSc3nc(C)cc(C)n3)n2Cc2ccco2)c1	-0.3	7.8	-19.1	-2.9	i	-5.7	-0.4	-6.5	-1.8
CCC(C)c1ccccc1N1CC(C(=O)Nc2ccccc2N2CCCC2)CC1=O (stereo not given)	-0.4	-9.3	-6.2	-2.6	i	-1.1	0.4	-3.8	1.5
COc1cc(OC)c(S(=O)(=O)N2CCOCC2)cc1S(=O)(=O)N1CCOCC1	0.5	9.2	1.2	-0.2	i	-8.0	3.3	-6.5	2.6
COc1ccc(C(=O)Cc2ccccc2)cc1OC	-0.3	-6.8	-3.5	-1.3	i	-3.7	-2.6	-7.2	-0.8
COC(=O)CN1C(=O)CC(C)(C)S(=O)c2ccccc21 (stereo not given)	0.9	-1.8	-4.8	-0.5	i	-0.6	-3.3	-2.8	-0.1
Cc1ccc(C2=N/C(=C\c3c(C)nn(-c4ccccc4)c3N3CCCC3)C(=O)O2)cc1	-0.7	5.6	-49.0	0.5	i	-1.9	3.3	24.7	3.2

Part of the list above in order of heavy-atom count, largest number first.
SMILES	MsrA inh	E coli Lon inh	PABP1 MLLE inh	MT1-MMP act inh	Rpn11 block	MsrA act	CSN deneddyl inh	FAS-TE inh	Rin1 Abl inh
COc1cc2c(cc1OC)CN(C(=O)c1cc(S(=O)(=O)N3CCOCC3)ccc1C)CC2	1.8	-3.5	8.5	0.2	i	-12.7	-3.8	3.4	0.3
Cc1ccc(S(=O)(=O)NNC(=O)c2ccc(NC(=O)C3CC3)cc2)cc1	0.6	-12.8	-8.5	3.2	i	3.0	3.8	-5.4	-4.9
c1ccc(C2(CN3CCNC[C@@H]3CC3CCCCC3)CC2)cc1	-0.6	0.6	-14.0	-1.4	i	1.3	2.0	-20.8	1.6
Cc1ncn(-c2ccc(C(=O)Oc3ccccc3)cn2)n1	-0.1	3.2	-7.3	1.8	i	-2.8	0.7	-5.9	-3.0

(listing goes on)
SMILES	MsrA inh	E coli Lon inh	PABP1 MLLE inh	MT1-MMP act inh	Rpn11 block	MsrA act	CSN deneddyl inh	FAS-TE inh	Rin1 Abl inh
O=C(NCCCn1ccnc1)c1ccc(NS(=O)(=O)c2ccc(Cl)c(Cl)c2)cc1	-0.4	1.1	5.2	4.1	i	-1.9	6.5	-7.5	4.9
COc1cccc2oc3ccc(C#CC4(N)CCCCC4)cc3c(=O)c12	0.3	9.3	-7.5	3.7	i	-0.7	1.4	-0.8	-0.5
Cc1oc2nc(SCC(=O)Nc3ccc(S(N)(=O)=O)cc3)nc(NC(=O)c3ccccc3)c2c1C	-0.7	-1.2	-6.3	2.8	i	-1.4	-0.7	-1.1	-1.1
COc1ccc(CC(=O)NCc2n[nH]c(=S)n2-c2cccc(C)c2)cc1	0.7	0.1	0.8	-1.2	i	-0.1	7.7	-4.4	2.1
O=C(COC(=O)c1cc[n+]([O-])cc1)Nc1ccc(Cl)cc1Cl	-0.3	-4.2	-7.5	3.7	i	-0.7	-0.9	-4.5	-1.8
COC(=O)N1C(=O)[C@@](c2ccccc2)(C(C)C)N1C(=O)OC	x	-1.9	3.3	-2.1	i	2.7	-0.5	0.6	-0.9
O=C(CCS(=O)(=O)c1ccccc1)Nc1ccc(S(=O)(=O)Nc2nccs2)cc1	1.0	-1.7	10.3	1.0	i	-9.3	7.3	-6.8	3.5
O=c1[nH]c(-c2ccccc2)cnc1-c1ccccc1	0.4	-5.3	-5.7	1.3	i	-3.7	0.2	-6.3	0.1
NC(N)=N/N=C(\N=Nc1ccccc1)c1ccc(Cl)cc1	-0.2	-6.9	-1.7	-0.5	i	-0.8	-2.3	-48.0	-6.9
COc1ccc(/C=N/NC(=O)c2[nH]nc3c2CCc2ccccc2-3)cc1OC	0.9	0.9	-3.0	9.4	i	-2.5	6.0	-5.0	-1.2
CCOc1ccc(C(=O)NCCCN2CCOCC2)cc1OCC	2.2	-7.6	8.6	1.9	i	-2.3	-4.3	-1.1	-0.1
COc1ccc(CNc2ccc(-c3ccc(OC)cc3)nn2)cc1	1.6	0.4	-11.6	-0.6	i	2.3	-2.3	-1.1	-1.2
CNC(=O)c1nc(C)n(-c2cc(Cl)cc(Cl)c2)n1	x	4.1	0.1	-2.2	i	-2.4	0.8	-2.7	-1.1
CC(=O)n1c(Cl)c(NC(=O)CCl)c2ccccc21	0.2	-5.0	-5.2	-4.4	i	-3.0	-1.8	-8.1	-3.4
CCC(=O)N(CCC(c1ccco1)C(C)C)Cc1ccccc1 (stereo not given)	-0.7	1.9	9.4	-1.7	i	-2.0	8.0	12.5	-0.8
O=C(NC1CCCCC1)C(=S)N1CCOCC1	-0.1	-3.1	11.1	1.3	i	-3.8	-2.0	-1.6	2.6
C/C=C(\C)c1nnc(NC(=O)c2ccco2)s1	-0.3	-7.7	6.6	-1.3	i	-3.0	3.1	-0.3	0.9
O=C(O)c1cn[nH]c1-c1cccc([N+](=O)[O-])c1	1.2	-5.0	10.1	3.1	i	-5.0	-0.1	-0.1	-2.1
c1ccc2[nH]c(-c3ccncc3)nc2c1	-0.3	-5.2	1.8	2.9	i	-3.3	7.7	-3.4	-1.1
CC(NC(=O)c1ccccc1)c1ccc(Br)cc1 (stereo not given)	0.6	5.9	-16.5	x	i	-3.2	-4.6	3.1	1.0
CCOC(=O)N1CCC(Nc2c(NCCN3CCN(c4cccc(Cl)c4)CC3)c(=O)c2=O)CC1	-0.1	3.9	-4.8	4.0	i	-5.8	6.3	-5.0	2.7
CCCc1ccc(C(C)NC(=O)c2cnccn2)cc1 (stereo not given)	-0.9	-0.4	-19.2	0.4	i	0.8	-1.0	-7.3	1.4
COc1ccc(S(=O)(=O)N(C)C)cc1NC(=O)c1ccc(OCC2CCCO2)cc1 (stereo not given)	0.9	-0.6	-10.2	0.2	i	-3.4	1.4	-4.3	1.9
Cc1ccc(S(=O)(=O)N2CCNC(=O)CC2)cc1	0.2	-1.6	5.4	-1.5	i	5.8	-4.0	-6.5	2.0
Cn1c(N)c(S(=O)(=O)NCc2ccccc2Cl)c(=O)n(C)c1=O	-1.1	-8.8	1.6	0.9	i	-4.9	-3.9	-3.1	2.1
SMILES	MsrA inh	E coli Lon inh	PABP1 MLLE inh	MT1-MMP act inh	Rpn11 block	MsrA act	CSN deneddyl inh	FAS-TE inh	Rin1 Abl inh
O=C(OCC(=O)N1CCN(C(=O)c2ccco2)CC1)c1ccccc1NCCO	4.7*	7.5	24.7	1.2	i	-2.5	-3.0	-6.0	3.7
O=C(CCc1ccccc1)N=C1SC2CS(=O)(=O)CC2N1Cc1ccc(F)cc1 (stereo not given)	-0.3	-7.2	0.2	-2.8	i	-1.7	1.9	-3.0	-0.6
C[C@@H]1CN([C@H](C)CO)C(=O)CCCn2cc(nn2)CO[C@H]1CN(C)C(=O)Nc1ccc2c(c1)OCO2	0.3	-2.8	-1.0	1.6	i	-2.2	-3.6	-8.3	0.8
CCC(C)n1c(SCC(=O)/C(C#N)=C(\C)N)nc2ccccc2c1=O (stereo not given)	-0.2	-8.5	-16.9	-1.8	i	-4.0	0.3	3.8	0.8
NC(=S)NNc1cccc(Cl)c1	-0.2	-0.1	-22.2	-1.3	i	-8.0	5.0	-11.8	3.6
Cc1ccc(S(=O)(=O)N2C(=O)C(c3ccccc3)SC2=Nc2ccccc2)cc1 (stereo not given)	-1.0	-4.8	27.8	4.4	i	-3.2	1.6	-0.3	-0.7
CCn1c(SCC(=O)Nc2ccccc2-c2ccccc2)nnc1-c1ccoc1C	-1.3	-2.7	-10.8	2.1	i	-1.2	0.8	21.8	1.1
COc1ccc(C(=O)/C=C/NCc2ccc(C)cc2)cc1	1.3	-14.3	-4.0	-5.4	i	-9.1	-5.4	0.7	-0.1
